# hIAP inh = blocks human intestinal alkaline phosphatase. 0.12% of 330,000 active. P09923. inhibition, % at 10 µM. purified IAP, CDP-Star luminescence, 30 min;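 active means inhibition reaching a set limit with compound at 10 µM in the primary screen, cut at about 35% in these data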;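 further: plate controls were DMSO wells with enzyme for no effect and no-enzyme buffer wells for full effect; values of inactives mirror those of a sister screen read the other way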
# Target sequence (P09923 whole entry, looked up): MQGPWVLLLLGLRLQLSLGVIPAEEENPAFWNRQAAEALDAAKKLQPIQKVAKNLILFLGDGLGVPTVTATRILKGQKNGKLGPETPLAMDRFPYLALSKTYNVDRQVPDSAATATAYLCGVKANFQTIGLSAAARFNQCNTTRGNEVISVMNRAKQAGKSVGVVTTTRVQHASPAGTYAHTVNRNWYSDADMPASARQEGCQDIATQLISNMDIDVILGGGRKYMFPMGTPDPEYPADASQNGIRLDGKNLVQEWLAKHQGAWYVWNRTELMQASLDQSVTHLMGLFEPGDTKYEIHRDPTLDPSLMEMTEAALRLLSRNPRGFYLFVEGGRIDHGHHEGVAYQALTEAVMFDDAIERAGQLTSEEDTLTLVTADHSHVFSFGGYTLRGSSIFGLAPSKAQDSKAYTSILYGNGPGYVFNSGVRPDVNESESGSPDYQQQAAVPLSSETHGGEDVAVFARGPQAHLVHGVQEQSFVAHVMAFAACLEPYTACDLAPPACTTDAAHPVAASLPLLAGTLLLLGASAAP
# ATG4B inhibitor = inhibitors of human ATG4B cysteine protease. 0.51% of 340,000 active. Q9Y4P1. inhibition, % at 8.33 µM. ATG4B cleavage of LC3-PLA2, NBD-HPC fluorescence, 1 h. AID 504462; in the data active means inhibition above about 40%
# Target sequence (Q9Y4P1 whole entry, looked up): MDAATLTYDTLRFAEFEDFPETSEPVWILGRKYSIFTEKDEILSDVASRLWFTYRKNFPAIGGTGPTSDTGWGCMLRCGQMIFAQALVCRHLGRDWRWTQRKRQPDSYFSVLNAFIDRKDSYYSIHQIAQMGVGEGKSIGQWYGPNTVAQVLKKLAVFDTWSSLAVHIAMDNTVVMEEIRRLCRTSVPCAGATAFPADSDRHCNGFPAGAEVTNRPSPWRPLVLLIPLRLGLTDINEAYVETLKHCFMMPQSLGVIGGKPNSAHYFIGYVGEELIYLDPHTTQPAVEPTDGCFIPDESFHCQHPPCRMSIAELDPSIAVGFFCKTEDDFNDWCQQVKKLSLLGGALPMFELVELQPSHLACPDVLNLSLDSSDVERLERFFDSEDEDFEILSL
# Apaf-1 inh = blocks human Apaf-1 apoptosome activity; O14727; reconstituted apoptosome caspase-3 activity, DEVD-Rh110 fluorescence; inhibition, % at 20 µM; 0.71% of 330,000 active; active means inhibition of at least 40% at 20 µM;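 further: plate controls were DMSO wells for no effect and DEVD-CHO caspase inhibitor wells for full effect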
#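 Material: reconstituted apoptosome with Apaf-1, cytochrome c, caspase-9, procaspase-3, dATP. Technique: Rh110 fluorescence intensity. Buffer or medium: pH 7.5 Hepes buffer with CHAPS, BSA, DTT. Times: 30 min plus 50 min, RT.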
# tim10-1 inh = tim10-1 yeast growth inhibition; S. cerevisiae tim10-1 ts strain growth, BacTiter-Glo, 24 h; inhibition, % at 20 µM; 2.2% of 330,000 active; AID 463190;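 active means inhibition of at least 40%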;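 further: mutant grown at 25 °C; 0% = DMSO wells with yeast and 100% = wells holding no yeast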
# mIAP block = mouse IAP inhibition; 0.2% of 330,000 active; purified mouse IAP, CDP-Star luminescence, 30 min; inhibition, % at 10 µM; AID 2806;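 active means inhibition of at least 40% at 10 µM in the primary screen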;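 further: plate controls were DMSO with enzyme for no effect and no enzyme wells for full effect; values of inactives mirror those of a sister screen read the other way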
# NLRP3 yeast inh = blocks the NALP3 inflammasome reconstituted in yeast; Yeast reconstituted NLRP3/ASC/caspase-1, beta-gal luminescence, 24 h; inhibition, % at 10 µM; 0.39% of 330,000 active; AID 2825;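 active means inhibition of 50% or more; inactive means inhibition below 50%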;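 further: plate controls were induced DMSO wells for no effect and uninduced yeast grown without galactose for full effect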
# hIAP activ = human IAP activation. 0.16% of 330,000 active. purified human IAP, CDP-Star luminescence, 30 min; stronger effect = higher value; 1 = vehicle-only enzyme, 0 = enzyme-free background. activation factor at 10 µM. P09923;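 active means activation factor of the enzyme at least 2-fold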; further: the source names both 10 and 20 µM as test concentration; values of inactives mirror those of a sister screen read the other way
# mIAP activ = increases mouse intestinal alkaline phosphatase activity. muIAP, CDP-Star luminescence, 30 min; stronger effect = higher value; 1 = vehicle-only enzyme signal, 0 = enzyme-free wells. activation factor at 10 µM. 0.24% of 330,000 active;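 active means activation factor of at least 2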; further: the source names both 10 and 20 µM as test concentration; values of inactives mirror those of a sister screen read the other way
#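 Assay system: mouse IAP enzyme / Compound: DMSO-dissolved test compounds / Timing: 30 min, room temperature / Measured by: luminescence from enzymatic CDP-Star hydrolysis / Control set: DMSO-only wells, enzyme-free buffer wells as negative control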
# TIM10 inh = growth inhibitors of TIM10 yeast strain. S. cerevisiae TIM10 strain growth, BacTiter-Glo luminescence, 24 h. inhibition, % at 10 µM. 1.4% of 330,000 active;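 active means inhibition of 40% or more at the single tested concentration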;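 further: wild-type TIM10 isogenic control strain grown at permissive 25 °C; 0% = DMSO yeast wells and 100% = minimal medium wells without yeast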
# The depositor's hits bear a star; x = no result given.
# Fields: hIAP inh	ATG4B inhibitor	Apaf-1 inh	tim10-1 inh	mIAP block	NLRP3 yeast inh	hIAP activ	mIAP activ	TIM10 inh
[1] Cc1cccc(CSc2nc3c(c(=O)[nH]2)CCC3)c1
    -6	9	-14	20	12	31	1.1	0.88	12
[2] CCCCc1cc(=O)oc2c(C)c(OCC(=O)N3CCCC3)ccc12
    -29	5	4	8	2	-4	1.3	0.97	-14
[3] CC(=O)c1c(C)[nH]c(C(=O)OCC(=O)NNC(=O)c2ccc([N+](=O)[O-])cc2)c1C
    5	-8	-2	13	28	12	0.95	0.72	1
[4] Cc1nnc(SC(C)C(=O)N2CCc3ccccc32)s1 (stereo not given)
    -1	-2	2	13	-6	18	1	1.1	-13
[5] O=c1[nH]c2cccc(Cl)c2n(CCNc2ncc(C(F)(F)F)cc2Cl)c1=O
    -11	2	16	9	0	18	1.1	1	1
[6] CC(=O)N1CCOc2ccc(S(=O)(=O)NCc3ccccc3Cl)cc21
    2	5	-2	14	4	1	0.98	0.96	-12
[7] Cc1cccc(NS(=O)(=O)c2ccc(C)c(C(=O)N(C)C3CCN(C)CC3)c2)c1
    1	2	-3	9	-1	15	0.99	1	-2
[8] O=C(O)c1ccc(S(=O)(=O)N(Cc2ccccc2)Cc2ccccc2)cc1
    10	-5	-6	8	7	2	0.9	0.93	-2
[9] O=C1NC(=O)C2(COC(c3cccnc3)OC2)S1 (stereo not given)
    0	3	-9	10	3	0	1	0.97	10
[10] Cc1ccc(SC[C@H](Cc2ccccc2)N2CC[C@@H](NC(=O)OCc3ccccc3)CCC2=O)cc1
    20	x	21	14	-25	9	0.8	1.2	1
[11] Cc1ccc2nnn(Cc3cccc(C(C)(C)C)c3O)c2c1
    -14	-17	26	27	-4	8	1.1	1	20
[12] CC(OC(=O)c1ccc(NC(N)=O)cc1)C(=O)Nc1ccc2c(c1)OCCO2 (stereo not given)
    18	-8	-3	-13	-14	-2	0.82	1.1	-11
[13] O=C(CSc1nnc(CCCN2C(=O)c3cccc4cccc(c34)C2=O)n1-c1ccccc1)N1CCN(CCO)CC1
    2	2	2	15	22	3	0.98	0.78	18
[14] Cc1sc(NC(=O)c2ccco2)c(C(c2ccccc2)N2CCC(C)CC2)c1C (stereo not given)
    11	-33	5	19	4	2	0.89	0.96	21
[15] COc1ccc(NC(=O)Nc2ccc(F)c(Cl)c2)cc1
    9	-3	1	4	-89	14	0.91	1.9	4
[16] Cc1cc(C(=O)COc2ncnc3sccc23)c(C)n1C
    -16	2	7	8	-2	0	1.2	1	11
[17] Cc1ccccc1NC(=O)Cc1nnc(N)s1
    8	-9	-7	-6	-6	0	0.92	1.1	-8
[18] CN1CCN(C(=O)/C=C/c2ccc(Cl)cc2)CC1
    8	-6	0	-2	7	13	0.92	0.93	14
[19] CCCN(C(=O)CCc1ccc(OC)cc1)c1c(N)n(Cc2ccccc2)c(=O)[nH]c1=O
    5	-8	0	6	10	8	0.95	0.9	5
[20] CCC(=O)Nc1cccc(NC(=O)CN2CCN(c3ccccc3OC)CC2)c1
    -6	-12	2	8	-4	4	1.1	1	-9
[21] Cc1cc(Br)ccc1OCC(=O)NNC(=O)CCc1ccccc1
    -47	0	1	-16	12	23	1.5	0.88	4
[22] C/C(=C\c1cccc(Cl)c1)C(=O)c1c(C)cc(C)[nH]c1=O
    18	-8	4	-4	10	5	0.82	0.9	21
[23] Cc1nc2ccccc2c(=O)n1/N=C/c1cn(-c2ccccc2)nc1-c1cccs1
    -6	-5	17	22	2	20	1.1	0.98	35
[24] CCN1CCN(c2ccc(S(=O)(=O)N3CCCCC3)cc2NC(=O)c2ccc(OC(F)F)cc2)CC1
    15	-5	24	-11	2	8	0.85	0.98	6
[25] CCOC(=O)C1CCCN(CC(=O)N(C)c2c(N)n(Cc3ccccc3)c(=O)[nH]c2=O)C1 (stereo not given)
    -32	-4	-10	-3	4	1	1.3	0.96	-3
[26] COc1ccc(NC(=O)COC(=O)/C=C/c2ccccc2[N+](=O)[O-])cc1OC
    17	-6	-3	18	-2	4	0.83	1	11
[27] CC1CC(C)CN(C(=O)COC(=O)Cc2ccc(Cl)cc2)C1 (stereo not given)
    -4	4	12	19	1	5	1	0.99	-2
[28] COc1cccc(NC(=O)[C@H](CC(C)C)NC(=O)[C@@H]2Cc3ccccc3CN2)c1
    -10	6	15	-1	-5	-3	1.1	1.1	9
[29] CC(=O)c1c(C)[nH]c(C(=O)COC(=O)c2ccc3c(=O)n4c(nc3c2)CCC4)c1C
    -8	-7	-1	6	-2	6	1.1	1	-3
[30] O=C(NCCCN1CCC(Cc2ccccc2)CC1)C1CCN(S(=O)(=O)N2CCC3(CC2)OCCO3)CC1
    -9	-2	-12	-6	-1	14	1.1	1	-1
[31] Cc1ccccc1NS(=O)(=O)c1cccc(C(=O)Nc2cccc(C(=O)O)c2)c1
    3	8	6	-2	0	9	0.97	1	6
[32] O=S(=O)(Cc1ccccc1Cl)N1CCN(Cc2ccc3c(c2)OCO3)CC1
    -6	-9	0	10	4	42	1.1	0.96	1
[33] COC(=O)c1ccc(/C=N/NC(=O)C2CC(=O)N(c3ccc(OC)cc3)C2)cc1 (stereo not given)
    -25	11	0	-15	-8	9	1.3	1.1	1
[34] FC(F)(F)c1cccc(Cc2noc(CN3CCCCC3c3ccccn3)n2)c1 (stereo not given)
    -6	21	9	37	-4	7	1.1	1	30
[35] CC(C)(C)NS(=O)(=O)c1ccc(NC(=O)C2CCCO2)cc1 (stereo not given)
    9	1	-14	14	6	15	0.91	0.94	-4
[36] Cc1cc(NC(=O)c2ccccc2)sc1C
    -9	-1	7	38	9	39	1.1	0.91	52*
[37] CN(C(=O)COc1ccccc1C(=O)NCc1ccccc1)C1CCS(=O)(=O)C1 (stereo not given)
    -15	-1	0	20	-8	21	1.2	1.1	-2
[38] CC(=O)c1c(C)[nH]c(C(=O)COc2cc(C)cc(C)c2)c1C
    16	-2	-9	7	2	-11	0.84	0.98	-3
[39] Cc1nc(CCNC(=O)CC2C(=O)NCCN2Cc2ccccc2)nc2c1CCC2 (stereo not given)
    -9	-11	0	6	10	2	1.1	0.91	-1
[40] O=S(=O)(/N=C(/Nc1ccc(F)c(F)c1F)c1ccccc1)c1ccccc1
    7	-6	-9	10	2	0	0.93	0.98	8
[41] COc1ccc(N(CC(C)C)S(=O)(=O)c2nnc(NC(=O)CC(C)C)s2)cc1
    -4	2	4	13	20	4	1	0.8	-6
[42] O=C(CN1C(=O)c2ccc([N+](=O)[O-])cc2C1=O)NCCC1=CCCCC1
    3	-4	2	6	5	6	0.97	0.95	-6
[43] O=C(CN1C(=O)COc2ccccc21)NCCCN1CCCCC1
    13	-6	-1	2	4	-7	0.87	0.96	-6
[44] O=[N+]([O-])c1ccc(OCc2cn([C@@H](CO)c3ccccc3)nn2)c(Br)c1
    12	1	1	16	-1	9	0.88	1	0
[45] Nc1cc2nsnc2cc1Br
    -21	65*	98*	30	17	1	1.2	0.83	10
[46] O=C(O)CN1C(=O)/C(=C\c2cc(Br)ccc2OCc2ccccc2F)SC1=S
    19	56*	12	31	7	8	0.81	0.93	1
[47] O=C(O)c1ccc(C(=O)Nc2ccc(F)cc2)cc1
    6	-5	-8	4	4	9	0.94	0.96	0
[48] Nc1nc(SCc2ccccc2)ns1
    -12	-11	4	6	15	12	1.1	0.85	-15
[49] COc1ccc(CN2CCNC(=O)C2CC(=O)N(C)Cc2ccon2)c(F)c1 (stereo not given)
    -18	-1	-1	-13	4	9	1.2	0.96	-4
[50] Cc1cccc(C)c1N(CC(=O)N1CCCC1)S(C)(=O)=O
    0	-6	0	-4	6	-1	1	0.94	-7
[51] COc1ccccc1NC(=O)c1ccc(NC(=O)COC(=O)c2ccc(O)cc2)cc1
    19	-11	-4	7	-12	15	0.81	1.1	1
[52] CCOc1ccccc1CN1CCN(CCCn2cccn2)CC1CCO (stereo not given)
    -1	-1	-11	4	1	31	1	0.99	-3
[53] COc1ccc(NC(=O)C(c2ccc(OC)cc2)N(C)C(=O)CNC(C)=O)cc1 (stereo not given)
    -6	1	-3	2	6	8	1.1	0.94	1
[54] Cc1ccc(-c2n[nH]c(=O)c3ccccc23)cc1S(=O)(=O)NC(C)(C)C
    2	-15	6	-5	-5	5	0.98	1	-5
[55] CCOC(=O)C1=C(CS(=O)(=O)c2ccc(C)cc2)NC(=O)NC1c1cc(OC)c(O)c(OC)c1 (stereo not given)
    18	-7	-1	7	6	10	0.82	0.94	-5
[56] O=c1[nH]c(=O)n(Cc2ccco2)c2c1C(C(F)(F)F)(C(F)(F)F)N=C(c1ccco1)N2
    -3	-2	1	19	1	0	1	0.99	-11
[57] O=C1CNC(=S)N1C(CO)c1ccccc1 (stereo not given)
    3	5	4	22	-5	29	0.97	1	0
[58] Cc1n[nH]c(C)c1CN(C)C(=O)C1CCC(=O)N(CCc2cccc(F)c2)C1 (stereo not given)
    -18	29	6	-5	-2	23	1.2	1	11
[59] O=c1cc2c(nn1Cc1ccccc1)-c1ccccc1CC2
    10	7	5	23	6	23	0.9	0.94	-1
[60] Cc1cc(NC(=O)Cn2cnc3c(cnn3C(C)(C)C)c2=O)no1
    1	-5	-9	-30	10	10	0.99	0.9	-7

# 3 compounds from above, ordered by the value under ATG4B inhibitor, low to high:
item	Molecule	ATG4B inhibitor
55	CCOC(=O)C1=C(CS(=O)(=O)c2ccc(C)cc2)NC(=O)NC1c1cc(OC)c(O)c(OC)c1 (stereo not given)	-7
47	O=C(O)c1ccc(C(=O)Nc2ccc(F)cc2)cc1	-5
41	COc1ccc(N(CC(C)C)S(=O)(=O)c2nnc(NC(=O)CC(C)C)s2)cc1	2

# Further structures follow.
# Fields: hIAP inh	ATG4B inhibitor	Apaf-1 inh	tim10-1 inh	mIAP block	NLRP3 yeast inh	hIAP activ	mIAP activ	TIM10 inh
[61] C=CCN(C)CC/C=C1\c2ccccc2CSc2ccccc21
    -6	-1	3	38	0	27	1.1	1	10
[62] CC(=O)Nc1ccc(N2CCN(Cc3ccccc3)CC2)cc1
    0	-3	6	17	1	9	1	0.99	-3
[63] Cc1ccc(Oc2ccc(NS(=O)(=O)c3cccc(C(=O)O)c3)cc2)cc1
    -7	1	1	5	4	21	1.1	0.96	5
[64] COC(=O)c1cccc(NC(N)=S)c1
    6	0	-14	-6	-1	-2	0.94	1	4
[65] COc1ccc(/C=C\C(=O)CC(O)(c2ccccc2)C(F)(F)F)cc1 (stereo not given)
    10	-5	-3	33	-4	12	0.9	1	4
[66] O=C(NCCCN1CCOCC1)c1cc(Cl)ccc1Cl
    20	-4	2	5	4	12	0.8	0.96	-21
[67] CCOc1ccccc1NC(=O)COC(=O)c1cc(C(=O)OC)cc([N+](=O)[O-])c1
    13	-8	2	13	0	15	0.87	1	-2
[68] CCOc1ccc2[nH]c3nc(SCC(=O)NC4CCCC4)nnc3c2c1
    6	-1	4	-13	7	3	0.94	0.93	6
[69] O=c1c2ccccc2c(C=Nc2ccc(S(=O)(=O)N3CCCCC3)cc2)c(O)n1-c1ccc(Cl)cn1
    1	3	-8	18	10	11	0.99	0.9	19
[70] CCNC(=S)N(Cc1ccco1)Cc1cc2cc3c(cc2[nH]c1=O)OCCO3
    11	-8	4	6	8	17	0.89	0.92	7
[71] CC(C)(C)NC(=O)C(OC(=O)c1ccco1)c1ccc(Cl)cc1 (stereo not given)
    -19	-2	-6	4	1	24	1.2	0.99	-5
[72] O=C(c1ccco1)N1CCN(C(=O)c2oc(=O)c3ccccc3c2-c2ccccc2)CC1
    2	-10	-1	18	-6	8	0.98	1.1	11
[73] Cc1cc(C)c(OCC(O)CN2CCN(c3ccccn3)CC2)c(C)c1 (stereo not given)
    -41	-1	10	12	-12	17	1.4	1.1	7
